Assay outcomes (PubChem)
ELG1 genotox: qHTS screen for small molecules that induce genotoxicity in human embryonic kidney (HEK293T) cells expressing luciferase-tagged ELG1. Potency, µM (top dose mostly 46 µM), without a hit: top-dose activity change, positive = activation, most hits filed as activators. 330,000 compounds, 1.3% hits. AID 504466, 2011. HEK293T ELG1-luciferase reporter, luminescence, 16 h; also: potency is read from the fitted curve at half-maximal effect; % of control where 0% means no effect; nearly all actives have a fitted effect of over 60% in size
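After overnight (16 hr) compound treatment at 37 °C, ELG1-luciferase HEK293T cells were lysed with ONE-Glo; luminescence quantified 30 min later at room temperature.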
Menin-MLL TR inh: qHTS Assay for Inhibitors Targeting the Menin-MLL Interaction in MLL Related Leukemias: Competition With Texas Red Labeled MLL-derived Mutant Peptide. O00255. Menin + Texas Red MLL mutant peptide, fluorescence polarization. Potency, µM (titrated, usually from 61.6 µM), for inactives: at the top dose FP activity change, negative = inhibition, actives largely listed as inhibitors. 270,000 compounds, 0.23% hits; active = well fitted inhibition curve with a large enough effect in the polarisation, with a control signal flat, not every such curve was filed as active; inconclusive = small, poorly fitted or top-dose-only effect, or effect the other way, or a change in a side signal; inactive = no such curve, though single readings can be large or run the other way; the % refers to the polarisation; also: potency is read from the fitted curve at half-maximal effect; % of control where 0% means no effect; many of its hits are not listed in these tables
Target sequence (O00255 whole entry, looked up): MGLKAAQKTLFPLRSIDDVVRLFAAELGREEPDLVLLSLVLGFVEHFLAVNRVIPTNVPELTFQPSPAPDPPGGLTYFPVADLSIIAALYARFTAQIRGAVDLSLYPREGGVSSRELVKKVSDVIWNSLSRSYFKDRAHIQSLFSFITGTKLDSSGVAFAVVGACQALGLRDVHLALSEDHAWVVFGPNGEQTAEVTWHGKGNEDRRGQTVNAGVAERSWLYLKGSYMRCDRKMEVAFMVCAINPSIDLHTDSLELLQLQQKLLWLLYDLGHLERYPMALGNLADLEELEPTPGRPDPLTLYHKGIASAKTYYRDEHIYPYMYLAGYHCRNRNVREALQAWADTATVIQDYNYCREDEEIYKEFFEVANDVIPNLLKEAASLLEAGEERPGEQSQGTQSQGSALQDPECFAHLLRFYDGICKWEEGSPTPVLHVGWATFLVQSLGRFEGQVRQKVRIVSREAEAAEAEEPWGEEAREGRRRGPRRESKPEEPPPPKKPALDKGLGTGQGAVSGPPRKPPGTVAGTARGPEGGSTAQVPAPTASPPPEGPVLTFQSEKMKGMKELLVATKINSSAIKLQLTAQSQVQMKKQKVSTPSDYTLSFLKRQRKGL
Gal4-VP16 FLuc: VP16 counterscreen qHTS for inhibitors of ROR gamma transcriptional activity; Drosophila S2 Gal4-VP16 UAS-luciferase, luminescence, 20 h; Potency, µM (series often up to 53.6 µM), for inactives: at the top dose activity, negative = inhibition, hits mostly inhibitors; 310,000 compounds, 3.5% hits;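 also: Gal4-VP16 expression switched on by copper sulfate through the metallothionein promoter; potency is read from the fitted curve at half-maximal effect; % is scaled to controls: 0 for no effect and ±100 for the full control effect; nearly all actives have a fitted effect of over 50% in size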
RORgamma inh: qHTS for inhibitors of ROR gamma transcriptional activity. Drosophila S2 Gal4-RORgamma UAS-luciferase reporter, 20 h. Potency, µM (doses to about 53.6 µM), for inactives: at the top dose activity change, negative = inhibition, actives largely listed as inhibitors. Nuclear receptor ROR-gamma (Mus musculus), P51450. AID 2551, 2010. 310,000 compounds, 5.4% hits; also: potency is read from the fitted curve at half-maximal effect; % is scaled to controls: 0 for no effect and ±100 for the full control effect; nearly all actives have a fitted effect of over 60% in size
Target sequence (P51450 whole entry, looked up, the tested form may be a part): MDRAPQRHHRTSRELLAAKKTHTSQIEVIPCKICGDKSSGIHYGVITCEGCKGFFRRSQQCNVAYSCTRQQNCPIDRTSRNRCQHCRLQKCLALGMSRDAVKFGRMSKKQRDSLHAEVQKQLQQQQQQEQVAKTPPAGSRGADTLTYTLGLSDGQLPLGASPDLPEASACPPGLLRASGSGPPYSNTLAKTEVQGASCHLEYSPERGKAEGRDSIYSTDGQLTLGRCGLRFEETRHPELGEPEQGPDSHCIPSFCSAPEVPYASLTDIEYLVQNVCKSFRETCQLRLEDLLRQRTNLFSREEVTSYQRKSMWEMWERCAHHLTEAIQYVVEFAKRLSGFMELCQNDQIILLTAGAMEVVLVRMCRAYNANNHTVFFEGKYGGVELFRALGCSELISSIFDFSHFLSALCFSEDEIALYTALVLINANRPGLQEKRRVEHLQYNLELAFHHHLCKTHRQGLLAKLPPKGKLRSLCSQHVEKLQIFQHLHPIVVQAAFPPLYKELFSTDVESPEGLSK
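Using a luciferase readout, inhibitors were identified by reduced reporter activity in Drosophila cells coexpressing a copper-inducible Gal4–ROR gamma fusion and UAS-driven Photinus luciferase, incubated 20 hr after 700 uM copper sulfate.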
Rab9 prom act: qHTS Assay for Rab9 Promoter Activators; Huh7 Rab9 promoter-luciferase reporter, luminescence, 24 h; 320,000 compounds, 2.8% hits; Potency, µM (series often up to 9.22 µM), inactives show top-dose activation, negative = inhibition, usual class: activators; also: potency is read from the fitted curve at half-maximal effect; % of control where 0% means no effect; nearly all actives have a fitted effect of over 60% in size
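Quantitative HTS format; Huh7 Rab9-luciferase reporter cells (1500/well) receive compound 2 h post-plating, incubate 24 h at 37 °C, then get luciferase reagent for 10 min before luminescence reading.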
BRCA1 expr up: qHTS Assay to Identify Small Molecule Activators of BRCA1 Expression. Potency, µM (titrated, usually from 46.1 µM), inactives show at the highest dose activation, actives largely listed as activators. AID 624202, 2012. 380,000 compounds, 1.1% hits. MCF7-BRCA1-FFLuc reporter, luminescence, 48 h; response scale: scaled: vehicle 0%, 10 µM genistein 100%; also: potency is read from the fitted curve at half-maximal effect; nearly all actives have a fitted effect of over 80% in size; some results filed as inactive show a strong effect at the top dose
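Compounds are tested at multiple concentrations on MCF7 BRCA1-luciferase reporter cells seeded at 2000 per well; after 48 h, a single luminescence end-point is taken and curves fitted to the normalized data.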
p53 reactivator: qHTS assay for re-activators of p53 using a Luc reporter; H1299 p53-A138V BP100-luciferase reporter, luminescence, 24 h; Potency, µM (top dose mostly 92.2 µM), for the others: top-dose activity change, positive = activation, hits mostly activators; 320,000 compounds, 0.063% hits; AID 504706, 2011; also: potency is read from the fitted curve at half-maximal effect; % of control where 0% means no effect; nearly all actives have a fitted effect of over 45% in size
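H1299 (p53-null), stable ts p53-A138V + BP100-Luc; 1000 cells/well, Opti-MEM/10% FBS; cpd 4 pt, 1:5; 24 h, 37 deg C, 5% CO2; detection reagent 10 min RT; luminescence.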
Giardia killer: Small Molecules that selectively kill Giardia lamblia: qHTS | 340,000 compounds, 0.15% hits | AID 540267, 2011 | Giardia lamblia trophozoite viability | activity change, % at 7.66 µM, hits read low; in the data active = activity change below about -80%; inconclusive = between about -30% and that limit;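 also: parasites exposed to compound for two days anaerobically before the ATP read; % is scaled to controls: 0 for no effect and ±100 for the full control effect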
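Each well holds 100 Giardia trophozoites and compound. After two days (48 hrs) at 37 deg C in anaerobic conditions, ATP is quantified by luminescence.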
FLuc counter: qHTS profiling assay for firefly luciferase inhibitor/activator using purifed enzyme and Km concentrations of substrates (counterscreen for miR-21 project) | Luciferin 4-monooxygenase (Photinus pyralis), P08659 | purified FLuc, Km substrates, luminescence inhibition | Potency, µM (highest dose often 57.5 µM), for the others: top-dose activity change, negative = inhibition, usual class: inhibitors | 360,000 compounds, 6.9% hits | AID 588342, 2011;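 also: potency is read from the fitted curve at half-maximal effect; plate controls were vehicle for no effect and reference inhibitor for full effect; nearly all actives have a fitted effect of over 55% in size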
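Purified P. pyralis luciferase (10nM final) with 10uM D-luciferin and 10uM ATP (Km levels) in 50mM Tris acetate pH 7.5, 10mM Mg acetate, 0.01% Tween-20, 0.05% BSA; qHTS 6-point titration, ~60 µM downward; luminescence read.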
NPC1 promoter act: qHTS Assay for NPC1 Promoter Activators | Huh7 NPC1 promoter luciferase reporter, 24 h | Potency, µM (titrated, usually from 9.22 µM), without a hit: top-dose activation, hits mostly activators | 320,000 compounds, 2.4% hits;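 also: potency is read from the fitted curve at half-maximal effect; % of control where 0% means no effect; nearly all actives have a fitted effect of over 60% in size; reporter is driven by a mutant NPC1 promoter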
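Stable NPC1-promoter luciferase Huh7 line; cpd (DMSO) 24 h, 37 °C, 5% CO2; Amplite luciferase reagent 10 min RT; luminescence readout. qHTS format.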
PKM2 act: qHTS Assay for Activators of Human Muscle isoform 2 Pyruvate Kinase | Pyruvate kinase PKM (Homo sapiens), P14618 | purified PKM2, Kinase-Glo ATP luminescence, activation; response scale: 0% is enzyme alone, no compound | Potency, µM (series often up to 57.5 µM), for inactives: top-dose activation, most hits filed as activators | 260,000 compounds, 0.34% hits; also: potency is read from the fitted curve at half-maximal effect; % is scaled to controls: 0 for no effect and ±100 for the full control effect; nearly all actives have a fitted effect of over 55% in size
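Kinase-Glo luminescence reports ATP generated from ADP (0.1 mM) and PEP (0.5 mM) by purified hPK-M2 after 1 h at room temperature, pH 7.2 imidazole buffer; intermediate enzyme activity allows detecting inhibitors and activators.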
* = called active by the depositor; u = inconclusive; x = no result given; & = joins results of further samples; [ ] = another dose, or the depositor's remark. Unless noted, calls follow the shape of the dose curve; as a rule, active = well fitted curve in the direction sought with a large enough effect; inconclusive = small, poorly fitted or top-dose-only effect, or another doubt; inactive = no such curve, though single readings can be large; an effect the other way counts as inactive or inconclusive. These rows are one share of the data (hit frequency here may not be typical).

mol	ELG1 genotox	Menin-MLL TR inh	Gal4-VP16 FLuc	RORgamma inh	Rab9 prom act	BRCA1 expr up	p53 reactivator	Giardia killer	FLuc counter	NPC1 promoter act	PKM2 act
CCOCC(O)CNc1ccccc1 (stereo not drawn)	1%	4%	-3%	-7%	3%	26%	20%	11	3%	0%	-15%
O=C(Cc1cccs1)NCCc1ccc(Cl)cc1	1%	x	0%	27%	-1%	23%	12%	-7	0%	-5%	4%
CC(=O)Nc1ccc(S(=O)(=O)NC2=C(N3CCN(Cc4ccccc4)CC3)C(=O)c3ccccc3C2=O)cc1	-16%	u	3%	u	-4%	-55%&-70%	-1%	7&-16	-4%	-3%	2%
COc1ccc2[nH]c(=O)c(CN(Cc3nnnn3CCc3ccccc3)CC3CCCO3)cc2c1 (stereo not drawn)	2%	-5%	4%	29%	-9%	-13%	-2%	-5	1%	0%	0%
CC(=O)NCC(=O)OCC(=O)N1c2ccccc2Sc2ccccc21	0%	-4%	u	22%	0%	0%	-4%	4	-4%	-1%	x
CCOC(=O)C1CCN(C(=O)Cc2c(C(=O)O)n(C)c3ccccc23)CC1	3%	-1%	-4%	0%	-3%	-25%	3%	-13	3%	-1%	0%
O=c1[nH]c2ccccc2n1C1=CCNCC1	-1%	6%	5%	-11%	-2%	2%	-3%	-8	0%	-1%	12%
Cc1ccc(C2C3C(=O)N(c4ccc(C)cc4)C(=O)C3N3CCCN23)cc1 (stereo not drawn)	-1%	x	1%	26%	-1%	1%	-2%	9	0%	3%	-13%
CC(C)Sc1nc(-c2cccs2)nc2c1c(=O)n(C)c(=O)n2C	-1%	5%	-1%	0%	-9%	x	2%	x	0%	0%	0%
C=CCOC(=O)C1=C[C@H](c2ccccc2)[C@@H](CCCO)[C@H](OCC)O1	-5%	u	-1%	36%	-2%	-1%	-2%	2	2%	-4%	2%
CC(=O)c1c(C)oc2c1cc(O)c1ccccc12	5%	x	4%	u	7%	19%	0%	18	-8%	0%	24%
O=C(COC(=O)CNS(=O)(=O)c1cccc(Br)c1)NC(=O)Nc1ccc2c(c1)OCCO2	9%	-9%	-5%	0%	15%	62%	u	-9	u	-2%	0%
COc1ccc(Cn2c(C)nc3c(c(=O)c4ccccc4n3C)c2=O)cc1	-2%	x	4%	-6%	-7%	6%	0%	1	8%	-6%	2%
COc1ccc(NS(=O)(=O)c2ccc(Cl)s2)cn1	-1%	x	4%	13%	-2%	-10%	4%	-3	0%	0%	-4%
COc1c(O)ccc(/C=C(\C#N)c2nc3ccccc3[nH]2)c1[N+](=O)[O-]	1%	u	u	u	12%	8%	20%	-11	27µM*	6%	-3%

Some of these compounds in order of the RORgamma inh value, highest first:
canonical_smiles | Menin-MLL TR inh | RORgamma inh | Rab9 prom act | p53 reactivator | NPC1 promoter act | PKM2 act
C=CCOC(=O)C1=C[C@H](c2ccccc2)[C@@H](CCCO)[C@H](OCC)O1 | u | 36% | -2% | -2% | -4% | 2%
Cc1ccc(C2C3C(=O)N(c4ccc(C)cc4)C(=O)C3N3CCCN23)cc1 (stereo not drawn) | x | 26% | -1% | -2% | 3% | -13%
O=C(COC(=O)CNS(=O)(=O)c1cccc(Br)c1)NC(=O)Nc1ccc2c(c1)OCCO2 | -9% | 0% | 15% | u | -2% | 0%
COc1ccc(Cn2c(C)nc3c(c(=O)c4ccccc4n3C)c2=O)cc1 | x | -6% | -7% | 0% | -6% | 2%
O=c1[nH]c2ccccc2n1C1=CCNCC1 | 6% | -11% | -2% | -3% | -1% | 12%

Other entries follow.
mol	ELG1 genotox	Menin-MLL TR inh	Gal4-VP16 FLuc	RORgamma inh	Rab9 prom act	BRCA1 expr up	p53 reactivator	Giardia killer	FLuc counter	NPC1 promoter act	PKM2 act
O=C(NCCc1cccs1)C1CC1	-1%	x	6%	4%	0%	-2%	8%	-16	-3%	-6%	1%
CC(C)(C)n1nc2c(c1NC(=O)c1ccccc1C(F)(F)F)CS(=O)(=O)C2	-7%	x	-2%	-4%	-3%	-30%	-8%	-6	1%	-6%	1%
COc1ccc(CC(=O)N/N=C(\C)c2ccccn2)cc1	u	-3%	u	7.1µM*	-6%	-64%	22%	-6	3%	-5%	-2%
CCN(C(=O)CN1C(=O)NC(CCSC)C1=O)C1CCS(=O)(=O)C1 (stereo not drawn)	2%	x	x	x	-1%	3%	6%	0	3%	-1%	x
CC1(C)Oc2ccc3ccc(=O)oc3c2/C(=C/Nc2ccc(O)cc2)C1=O	-14%	u	-12%	-19%	-14%	0%	-4%	-1	-2%	-6%	1%
Cc1cccc(C(=O)Nc2cc(OCc3cccc(F)c3)c(Cl)cc2Cl)c1	0%	20%	11%	u	5%	11%	12%	-7	u	-1%	-1%
CSc1nnc(-c2sccc2OCc2ccccc2)n1C	7%	u	14%	-3%	0%	-15%	4%	-8	-1%	-1%	0%
CCOCCCNC(=O)C1CCCN(S(=O)(=O)CC)C1 (stereo not drawn)	1%	1%	-1%	-28%	1%	14%	0%	7	4%	1%	-4%
N/C(=N\c1nc2ccccc2o1)NC(=O)c1ccccc1NC(=O)c1ccccc1	6%	2%	u	-82%	3%	-23%	17%	-1	2%	9%	-4%
CC1CCCCC1NC1=NCCS1 (stereo not drawn)	2%	-7%	-6%	-16%	0%	0%	-2%	-4	2%	-1%	4%
COc1ccc(O)c(C(=O)c2cnn(-c3ccccc3)c2)c1	u	u	12%	18%	u	29%	u	-12	u	19%	3%
CCOc1ccc(CSC(=N)N)cc1Cl	-20%	x	-10%	-12%	-10%	-14%	6%	-14	-2%	-1%	2%
O=C(O)CN1C(c2ccccc2O)Nc2ccc(Br)cc2C1c1ccccc1 (stereo not drawn)	2%	u	0%	-13%	1%	-1%	-2%	-1	-17%	-5%	-4%
COc1ccc(C(=O)Nc2cccc(-c3cc4ccccc4oc3=O)c2)cc1[N+](=O)[O-]	-1%	2%	-1%	-3%	-3%	-14%	-1%	-12	3%	-7%	-11%
COc1ccc(/C=C2\CCC(C3CCCC3)C2=O)c(OC)c1OC (stereo not drawn)	11%	u	4%	29%	0%[1.84 µM]	-30%	5%	15	24µM*	-4%	x
CC1(c2nnc(-c3ccccc3)o2)CC(c2ccncc2)=NO1 (stereo not drawn)	3%	x	-3%	-4%	-10%	0%	1%	2	-1%	0%	-1%
CO/N=C\C(=N\Nc1ccc(OC)cc1)C(=O)c1ccccc1	-1%	8%	14%	17%	-5%	-16%	6%	1	0%	2%	1%
COc1ccccc1C(=O)N/C(=C\c1ccc(Br)cc1)C(=O)N1CCCC1	-3%	x	-7%	34%	-3%	-6%	-1%	-16	0%	-4%	-2%
COc1ccc(N2CCN(C(=O)COC(=O)CCc3ccccc3)CC2)cc1	1%	x	x	x	-4%	2%	0%	-11	-1%	-7%	x
COCCNC(=O)c1ccc(N2CC3CC(C2)c2cccc(=O)n2C3)c(NC(=O)c2c(F)cccc2F)c1 (stereo not drawn)	3%	-24%	1%	4%	4%	-9%	12%	11	1%	-1%	-1%
O=C(OCC(=O)c1ccc[nH]1)c1ccc(Cl)nc1	1%	x	x	x	-2%	-6%	4%	-13	-1%	0%	x
COc1ccc(C)c2sc(NC(=O)C3=COCCO3)nc12	16µM*	13%	18%	u	15%	x	2%	x	5.4µM*	14%	-3%
Cc1ccc(-c2nc3cccnc3s2)cc1NS(=O)(=O)c1ccc2c(c1)OCCO2	15%	-16%	-8%	u	-3%	-35%	-2%	-4	-13%	8%	-14%
COc1cc(/C=C/C(=O)O)cc(S(=O)(=O)Nc2ccccc2Oc2ccccc2)c1OC	0%	x	8%	29%	0%	-3%	2%	-1	0%	0%	0%

Some entries already given, limited to BRCA1 expr up, PKM2 act and ELG1 genotox:
| SMILES | BRCA1 expr up | PKM2 act | ELG1 genotox |
| --- | --- | --- | --- |
| COc1ccccc1C(=O)N/C(=C\c1ccc(Br)cc1)C(=O)N1CCCC1 | -6% | -2% | -3% |
| COc1ccc(N2CCN(C(=O)COC(=O)CCc3ccccc3)CC2)cc1 | 2% | x | 1% |
